High-throughput results deposited in PubChem BioAssay by Broad Institute.
ERAP1 inh = human ERAP1 aminopeptidase inhibitors, primary screen, biochemical, single point, plate reader | inhibition, % at 10.7 µM | Endoplasmic reticulum aminopeptidase 1 (Homo sapiens), Q9NZ08 | AID 652197, 2013 | recombinant ERAP1, Leu-AMC fluorescence, 60 min | hit rate 0.15% among 340,000;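 active means mean replicate inhibition of at least 30%, or all replicates individually reaching that 30% level; inactive means mean below 30% and not every replicate reaching it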;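 further: 0% = neutral control wells and 100% = L-leucinethiol positive control wells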
Target sequence (Q9NZ08 whole entry, looked up): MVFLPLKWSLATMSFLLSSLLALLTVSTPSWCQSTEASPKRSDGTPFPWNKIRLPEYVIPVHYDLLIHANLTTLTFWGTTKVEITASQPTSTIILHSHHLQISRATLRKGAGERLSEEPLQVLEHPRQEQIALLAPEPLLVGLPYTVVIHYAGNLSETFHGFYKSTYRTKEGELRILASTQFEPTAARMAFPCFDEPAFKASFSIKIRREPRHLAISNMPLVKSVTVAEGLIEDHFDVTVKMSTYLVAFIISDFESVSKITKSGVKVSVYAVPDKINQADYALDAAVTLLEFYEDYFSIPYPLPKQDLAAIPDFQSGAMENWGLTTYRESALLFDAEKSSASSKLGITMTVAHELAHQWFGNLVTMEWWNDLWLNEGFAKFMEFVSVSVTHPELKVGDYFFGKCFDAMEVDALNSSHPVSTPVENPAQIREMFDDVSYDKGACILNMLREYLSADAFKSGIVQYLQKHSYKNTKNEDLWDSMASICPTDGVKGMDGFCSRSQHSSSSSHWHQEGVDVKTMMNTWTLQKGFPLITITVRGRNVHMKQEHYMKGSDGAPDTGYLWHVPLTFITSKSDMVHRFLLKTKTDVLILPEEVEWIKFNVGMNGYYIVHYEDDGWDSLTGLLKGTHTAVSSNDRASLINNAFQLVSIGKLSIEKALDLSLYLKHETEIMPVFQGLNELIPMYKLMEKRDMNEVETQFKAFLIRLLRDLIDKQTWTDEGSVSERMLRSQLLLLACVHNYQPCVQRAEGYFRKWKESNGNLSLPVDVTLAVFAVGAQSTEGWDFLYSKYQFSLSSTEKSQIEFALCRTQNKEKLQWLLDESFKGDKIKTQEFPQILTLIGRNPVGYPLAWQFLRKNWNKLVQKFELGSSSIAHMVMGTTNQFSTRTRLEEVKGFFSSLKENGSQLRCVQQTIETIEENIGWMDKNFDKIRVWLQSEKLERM
PGC1a acetyl inh = inhibitors of PGC1a acetylation signal, primary screen, cell-based, U2OS, AlphaScreen, inhibitor mode | AlphaScreen anti-acetyl-lysine; with virally co-expressed GCN5 acetyltransferase | inhibition, % at 15.6 µM | hit rate 0.17% among 350,000;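 active means every replicate shows inhibition of at least 40%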;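 further: 0% = neutral control wells and 100% = positive control wells; some results beyond the cut were filed as inactive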
PAX8 inh HTS = inhibitors of PAX8-driven TPO luciferase reporter, primary screen, RMG-I cells, single concentration; SteadyGlo, 24 h; hit rate 1.2% among 360,000; inhibition, % at 12.6 µM;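 active means mean replicate inhibition at least 60% with every replicate also reaching 60%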;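 further: luciferase light reporting Pax8 driven TPO promoter activity; plate controls were median of neutral control wells for no effect and mitoxantrone controls for full effect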
PglD DTNB = C. jejuni PglD acetyltransferase inhibitors, primary screen, biochemical, DTNB colorimetric, single point | UDP-N-acetylbacillosamine N-acetyltransferase PglD (Campylobacter jejuni) | purified PglD enzyme, DTNB colorimetric CoA detection | inhibition, % at 12.5 µM | hit rate 0.098% among 360,000; in the data active means inhibition above about 16%, passing the limit was not always enough; further: strong numbers were not always called active
S100A4 MyoIIA = inhibitors of S100A4-myosin IIA peptide binding, primary screen, biochemical, fluorescence polarization, TAMRA-MyoIIA peptide. Protein S100-A4 (Homo sapiens), P26447. inhibition, % at 10.7 µM. hit rate 0.14% among 360,000. AID 652163, 2013;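 active means mean inhibition of at least 70% across replicates, with every replicate also reaching that level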
Target sequence (P26447 whole entry, looked up): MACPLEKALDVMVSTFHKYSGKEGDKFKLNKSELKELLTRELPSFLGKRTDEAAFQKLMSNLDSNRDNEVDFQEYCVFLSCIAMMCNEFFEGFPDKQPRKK
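System – human S100A4 monomer protein, biochemical binding assay · Buffer or medium – Calcium-containing HEPES buffer, pH 7.2 · Timing – 5 min between mix addition and reading · Also added – TAMRA-labelled myosin IIA heavy-chain peptide probe, 5 nM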
EWS-Fli block = EWS/Fli-driven NR0B1 reporter inhibitors, primary screen, A673 cells, NR0B1 luciferase, luminescence, MLPCN library; viability-normalised; inhibition, % at 12.6 µM; hit rate 0.67% among 350,000; AID 651661, 2012;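 active means mean inhibition of at least 50% after viability correction, with every replicate also passing that limit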;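 further: firefly luciferase signal divided by Alamar Blue viability fluorescence both relative to DMSO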
FN deposition inh = inhibitors of fibronectin matrix deposition, primary screen, AH1F cells, Alexa488-fibronectin fluorescence, plate reader; AH1F fibroblasts, overnight; inhibition, % at 12.6 µM; hit rate 0.086% among 350,000; AID 743247, 2014;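 active means mean inhibition across replicates of 30% or more, regardless of how many single replicates reach that level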;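 further: positive control wells lacked labelled fibronectin entirely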
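Assay system: AH1F fibroblasts / Quantity: 10000 cells per well / Medium: DMEM plus 2% serum, read in PBS / Reagent: labelled fibronectin 24 nM / Dosing: single dose, pinned / Times: 1 h cell attachment, overnight exposure to compound and label / Signal: fluorescence, ex 485 nm, em 525 nm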
LGR2 inh = inhibitors of bursicon-induced LGR2 CRE-luciferase signal, primary screen, cell-based, HEK293, CRE-luciferase reporter, bursicon stimulation. inhibition, % at 9.99 µM. Drosophila bursicon receptor LGR2 (rickets). AID 720647, 2013. bursicon-stimulated, 4 h. hit rate 0.35% among 380,000;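 active means drop in luminescence signal, shown as inhibition above about 50% in the replicate tests, limit read from the data, passing the limit was not always enough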;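 further: agonist challenge used bursicon conditioned medium at about half maximal strength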
Starred values were filed as active, the others as inactive; · = not tested or not shown.

SMILES	ERAP1 inh	PGC1a acetyl inh	PAX8 inh HTS	PglD DTNB	S100A4 MyoIIA	EWS-Fli block	FN deposition inh	LGR2 inh
CCOC(=O)N1CCN(C(=O)C2CCN(C(=O)c3ccc([N+](=O)[O-])cc3)CC2)CC1	3.5	1.8	·	3.5	2.2	2.4	-0.7	4.4
COc1cccc(C(=O)NCCS(=O)(=O)NCCc2ccccc2)c1	0.2	0.0	-95.3	-3.7	-12.1	-56.0	7.4	-29.9
Cc1ccc(Nc2cc(C)nn2-c2nc(C)cc(C)n2)cc1	·	-19.4	1.3	5.2	·	·	11.9	·
COc1ccc(S(=O)(=O)N2C[C@@H](O)COC[C@H]3O[C@H](CC(=O)N[C@H]4CCN(Cc5ccccc5)C4)CC[C@@H]32)cc1	-1.0	-3.4	-2.7	-0.6	0.7	1.9	7.8	6.5
C(=N\Nc1nncn1/N=C/c1ccco1)/c1ccco1	·	1.4	5.5	·	3.0	-22.7	-2.9	-5.0
Cc1ccc2[nH]c(=O)cc(C(=O)OCC(=O)c3ccccc3)c2c1	·	-12.6	-16.1	11.9	·	·	1.4	3.9
Cc1ccc2cc(C#N)c(SCC(=O)N3CCCc4ccccc43)nc2c1C	0.6	-1.2	·	·	-5.8	9.6	·	·
CCn1c(SCC(=O)c2ccc(C)cc2)nnc1-c1ccncc1	·	-2.3	·	0.5	·	·	0.7	9.4
C[C@@H]1CN([C@@H](C)CO)C(=O)Cc2cc(NC(=O)CCCCCC(=O)Nc3ccccc3N)ccc2O[C@@H]1CN(C)C(=O)NC1CCCCC1	-0.2	2.6	·	0.4	2.2	2.6	-3.0	11.4
C/C(=N\NC(=O)c1ccc(NS(=O)(=O)c2cccs2)cc1)c1ccc2c(c1)OCO2	-0.9	0.4	-10.9	·	-0.9	4.7	-2.5	2.9
CCOc1ccc2nc(NC(=O)CCn3cccc3)sc2c1	-1.8	10.6	-31.0	·	-16.4	-35.3	-9.8	-13.2
CCc1ccc(NC(=O)CCS(=O)(=O)c2ccc(Br)cc2)cc1	3.5	-2.6	10.0	4.9	-1.6	2.8	-5.3	3.1
C[C@H]1CCCCO[C@H](CN(C)S(C)(=O)=O)[C@@H](C)CN([C@@H](C)CO)C(=O)c2cc(NS(=O)(=O)c3ccccc3)ccc2O1	0.2	-13.6	5.0	-5.0	13.9	-11.6	·	29.2
COc1ccccc1-c1cn(CC[C@@H]2CC[C@@H](NC(=O)c3ccccc3F)[C@H](CO)O2)nn1	-0.7	-11.8	16.3	-1.9	5.0	2.2	5.2	-13.5
O=C(Nc1cc(F)ccc1F)N1C[C@@H]2[C@H](c3ccccc31)[C@@H](CO)N2C(=O)c1ccccc1	0.6	5.6	-1.6	-0.4	10.0	-2.8	·	-23.1
Cc1ccc(CC(=O)c2ccc(Cl)cc2)cc1	·	-1.4	-90.2	2.3	-0.8	-129.9	-2.2	-61.0
O=C(C1CC1)N1CC2(C1)[C@H](c1ccccc1)[C@@H](CO)N2C(=O)c1cccnc1	-1.5	3.3	·	·	-6.5	-2.2	-12.8	-3.5
FC(F)Oc1ccccc1NC(=S)NCc1ccco1	·	-0.7	8.5	0.3	·	·	4.0	·
C[C@@H]1CN([C@@H](C)CO)S(=O)(=O)c2ccc(-c3cncnc3)cc2O[C@H]1CN(C)C(=O)C1CCC1	3.6	0.3	·	-1.4	27.6	-1.2	·	-16.2
Cc1cc(N2CCCC2)ccc1/C=C1/C(=O)N(C)C(=S)N1C	1.6	-4.4	7.0	-1.0	-7.8	8.8	-1.7	·
Cn1ccnc1SCC(=O)Nc1cccc([N+](=O)[O-])c1	2.8	·	-7.7	-0.3	1.2	-24.3	·	-14.4
Cc1ccc(-c2ccc(C)c(N)c2C)c(C)c1N	-0.8	·	-6.0	·	-9.8	-5.8	1.4	12.0
COc1ccccc1N1CCN(CC(=O)Nc2nc(C)c(C(=O)N(C)C)s2)CC1	-2.4	5.8	-8.6	9.4	-5.4	11.5	-1.2	1.5
O=C(C1CCC1)N1CC(=O)N2[C@H](CO)[C@H](c3ccc(-c4ccccc4F)cc3)[C@H]2C1	0.8	1.4	-20.5	·	-2.9	5.6	-4.2	1.5
COC(=O)C1CCN(CC(=O)Nc2ccc3c(c2)OCCO3)CC1	-5.4	-20.5	-24.8	0.5	-53.0	-6.9	·	-2.4

3 successive records out of the list so far, for reference:
SMILES	ERAP1 inh	PGC1a acetyl inh	PAX8 inh HTS	PglD DTNB	S100A4 MyoIIA	EWS-Fli block	FN deposition inh	LGR2 inh
Cc1ccc(-c2ccc(C)c(N)c2C)c(C)c1N	-0.8	·	-6.0	·	-9.8	-5.8	1.4	12.0
COc1ccccc1N1CCN(CC(=O)Nc2nc(C)c(C(=O)N(C)C)s2)CC1	-2.4	5.8	-8.6	9.4	-5.4	11.5	-1.2	1.5
O=C(C1CCC1)N1CC(=O)N2[C@H](CO)[C@H](c3ccc(-c4ccccc4F)cc3)[C@H]2C1	0.8	1.4	-20.5	·	-2.9	5.6	-4.2	1.5

Continued:
SMILES	ERAP1 inh	PGC1a acetyl inh	PAX8 inh HTS	PglD DTNB	S100A4 MyoIIA	EWS-Fli block	FN deposition inh	LGR2 inh
O=C(Nc1nccs1)c1cnc2sccn2c1=O	-0.5	·	-26.3	-4.3	-7.6	-47.9	2.8	-15.4
COc1ccccc1CC(=O)Nc1ccc2c(c1)C(=O)NC2=O	-1.2	-20.3	8.8	·	4.8	3.8	-1.6	12.8
COC(=O)c1ccc2nc(-c3ccccc3)c(Cc3ccc(OC)cc3C)n2c1	1.2	·	-51.8	·	-5.8	-51.9	0.2	-32.2
Cc1ccc(F)c(S(=O)(=O)NC(=O)C2(C)CCN2C(=O)c2ccccc2)c1 (stereo unspecified)	-4.0	-3.3	-7.3	-1.6	-6.1	-0.7	-3.3	-31.9
COc1ccc(S(=O)(=O)Nc2ccc3c(c2)CC(=O)N([C@H](C)CO)C[C@H](C)[C@H](CN(C)Cc2ccc(C(=O)Nc4ccccc4N)cc2)O3)cc1	0.1	7.1	·	·	-2.6	41.1	2.9	-6.8
CC1CCN(C(=O)c2[nH]cnc2C(=O)N[C@@H](C)C(=O)OC(C)(C)C)CC1	-0.4	·	-6.2	-1.2	8.6	-3.2	13.7	1.9
COc1ccc(NC(=O)CN2C(=O)NC3(CCCCC3C)C2=O)cc1OC (stereo unspecified)	-3.5	·	-8.4	2.7	-1.4	-11.4	-0.8	-3.0
COc1cccc(-c2ocnc2C(=O)Nc2ccc3c(c2)CCC3)c1	-1.5	·	-8.3	-1.9	0.0	-15.1	-1.9	-9.8
O=C(Cc1ccc(NC(=O)C2CCCN(C(=O)C3CC3)C2)cc1)Nc1cccc(C(=O)N2CCCCC2)c1 (stereo unspecified)	2.5	·	-9.5	0.1	2.1	-6.8	6.3	·
CSc1nc(-c2ccccc2)cn1-c1ccc(NC(C)=O)cc1	-0.1	·	-104.8	·	4.0	-51.5	10.6	-47.6
Cc1cc(C)c2c(=O)n3c(nc2c1)C(Cc1ccccc1)NC(=O)c1cc2ccccc2cc1-3 (stereo unspecified)	·	·	7.5	-4.1	-3.9	13.7	-4.1	2.6
COCC#Cc1cnc2c(c1)C(=O)N([C@@H](C)CO)C[C@H](C)[C@@H](CN(C)C(=O)CN1CCOCC1)O2	2.5	-3.4	-29.5	-0.4	-2.2	5.6	-2.7	8.5
CCCCNC(=O)c1onc(CSc2ccc(F)cc2)c1C(=O)NCCCC	-0.7	-1.3	15.0	5.4	10.2	23.1	-8.8	-0.5
COC(=O)[C@@]1(Sc2ccc(C)cc2)CC(=O)N(C(=O)c2ccccc2)[C@@H]1c1ccccc1	·	·	-4.5	·	13.4	-1.5	-3.0	1.7
C[C@@H]1CN([C@H](C)CO)C(=O)c2cc(NC(=O)NC3CCCCC3)ccc2O[C@@H]1CN(C)S(=O)(=O)c1ccc(Cl)cc1	2.1	0.6	8.8	-0.8	1.5	9.8	·	7.0
CCN(C[C@H]1N[C@@](Cc2ccccc2)(C(=O)OC)[C@H]2C(=O)N(Cc3ccccc3)C(=O)[C@@H]12)C(=O)c1ccc(F)cc1	16.3	-1.7	25.0	-0.3	-3.8	1.6	3.5	-8.9
Cc1ccc(S(=O)(=O)Nc2ccc3c(c2)CC(=O)N([C@@H](C)CO)C[C@H](C)[C@H](CN(C)S(=O)(=O)c2ccc(Cl)cc2)O3)cc1	·	-5.7	9.9	-0.3	·	3.8	·	-8.6
O=C(CSc1nc2c([nH]c3ccccc32)c(=O)n1-c1ccccc1)N1CCOCC1	5.7	-4.4	19.3	3.5	-0.2	3.8	4.7	15.1
Cc1cc(C)c(NC(=O)CSCc2c(C)noc2C)c(C)c1	-2.7	·	1.0	3.8	4.8	0.3	3.5	3.4
CCOCCCNc1nc2c(c(=O)n(C)c(=O)n2C)n1CCCc1ccccc1	·	40.3*	24.3	-5.9	·	·	-0.3	·
Cn1cnc([N+](=O)[O-])c1SCC(O)CN1CCCCC1 (stereo unspecified)	-3.7	·	-20.0	·	1.4	-16.8	2.3	5.0
CCN(C(=O)CN1CCN(C)CC1)c1c(N)n(Cc2ccccc2)c(=O)[nH]c1=O	-0.9	-1.6	-2.8	-3.4	1.0	0.4	-0.4	-15.6
CSCCC(NS(=O)(=O)c1ccc2c(c1)c(=O)n(C)c(=O)n2C)C(=O)NC1CCN(Cc2ccccc2)CC1 (stereo unspecified)	-1.5	-3.0	3.9	-0.9	2.5	-6.6	9.5	5.8
O=C(c1cc(COc2cccc(C(F)(F)F)c2)on1)N1CCc2ccccc2C1	-0.7	·	-16.7	-0.7	-3.8	7.4	-16.3	2.5
Cc1ccccc1-c1cnc2c(c1)C(=O)N([C@@H](C)CO)C[C@@H](C)[C@@H](CN(C)C(=O)CC1CC1)O2	4.7	-14.9	-1.1	0.8	2.5	13.1	4.4	-7.8
SMILES	ERAP1 inh	PGC1a acetyl inh	PAX8 inh HTS	PglD DTNB	S100A4 MyoIIA	EWS-Fli block	FN deposition inh	LGR2 inh
O=C(N1CCOCC1)N1CCN(S(=O)(=O)c2ccc(Cl)cc2)C1	4.8	·	1.8	0.6	-1.8	-0.9	-3.3	10.2
O=C(O)/C=C(\Oc1ccccc1)C1(O)CCCCC1	·	-1.9	-1.4	8.9	6.8	-0.2	4.0	6.4
COc1cccc(/C=C/C(=O)OCC(=O)NCC2CCCO2)c1 (stereo unspecified)	·	3.7	7.5	1.1	·	·	1.4	-2.7
COc1ccc(CN2CCN(C(=O)c3cc(C4CC4)nn3-c3ccccc3)CC2)cc1F	6.3	-5.0	26.6	1.6	-5.1	-2.1	-10.1	-2.4
COc1ccccc1CNC(=O)CCN=C1NS(=O)(=O)c2ccccc21	0.2	·	-5.1	-5.1	-5.9	-0.2	6.1	-29.9
COc1ccc2[nH]cc(C(=O)CN3CC(C)CC(C)C3)c2c1 (stereo unspecified)	-3.3	5.7	22.5	-5.0	-2.8	-4.2	-1.4	5.7
CN(CC(=O)N1CCOCC1)S(=O)(=O)c1cc(Cl)ccc1Cl	-0.3	-10.7	2.6	-1.5	16.2	9.8	-1.4	1.1
